Screens: PubChem BioAssay, Sanford-Burnham Center for Chemical Genomics
Hsp70 inhibitors: Hsp70 inhibitors, probe displacement, primary screen, biochemical, fluorescence polarization (AID 583); one-dose displacement, % at 20 µM; IC50 in µM for titrated hits; Heat shock 70 kDa protein 1A (Homo sapiens); 0.06% of 140,000 active; Hsp70 fluorescence polarization probe displacement, mP; higher % means a stronger effect; in the data active means displacement above about 50%;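 further: plate controls were vehicle for no effect and reference ligand for full effect; a part of the inactive calls stands beside numbers as strong as those of hits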
Rat MKP-3 inhibitors: MKP-3 phosphatase inhibitors, primary screen, biochemical, rat enzyme, in vitro (AID 425); Dual specificity protein phosphatase 6 (Rattus norvegicus); recombinant MKP-3 phosphatase activity, fluorescence; higher % means a stronger effect; inhibition, % at 20 µM, or IC50 in µM where a hit was titrated; 0.17% of 110,000 active; in the data active means inhibition above about 50%;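 further: plate controls were vehicle for no effect and reference inhibitor for full effect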
Starred values were filed as active, the others as inactive; / = not tested or not shown; & = joins results of further samples. A portion of the library (hit frequency here may not be typical).

Start of the data: the first six records as a preview:
SMILES	Hsp70 inhibitors	Rat MKP-3 inhibitors
CCCC(C)NC(=O)c1ccc([N+](=O)[O-])cc1Cl (stereo not given)	-1.4%	-1%
Cc1ccccc1CN1CCN(CC(=O)NCc2ccccn2)C1=O	6.6%	-1%
N#CCCN(Cc1cccnc1)C(=O)Nc1cccc(Cl)c1	0.6%	-11%
COCCNC(=O)C(c1cccs1)N(C(=O)Cn1nnc2ccccc21)c1ccc2c(c1)OCO2 (stereo not given)	-4.7%	-9%
O=[N+]([O-])c1ccc(S(=O)(=O)NC2c3ccccc3Oc3ccccc32)cc1	-1.4%	5%
COc1cccc(-n2nnnc2SCC(=O)NC2CCCC2)c1	4.7%	/

The list itself (from the top)
SMILES	Hsp70 inhibitors	Rat MKP-3 inhibitors
CCCC(C)NC(=O)c1ccc([N+](=O)[O-])cc1Cl (stereo not given)	-1.4%	-1%
Cc1ccccc1CN1CCN(CC(=O)NCc2ccccn2)C1=O	6.6%	-1%
N#CCCN(Cc1cccnc1)C(=O)Nc1cccc(Cl)c1	0.6%	-11%
COCCNC(=O)C(c1cccs1)N(C(=O)Cn1nnc2ccccc21)c1ccc2c(c1)OCO2 (stereo not given)	-4.7%	-9%
O=[N+]([O-])c1ccc(S(=O)(=O)NC2c3ccccc3Oc3ccccc32)cc1	-1.4%	5%
COc1cccc(-n2nnnc2SCC(=O)NC2CCCC2)c1	4.7%	/
Cc1cccc(C)c1NC(=O)Cn1c(CN2CCCCC2)nc2ccccc2c1=O	-1.6%	/
Clc1ccc2nc(N/N=C/c3ccc4c(c3)OCO4)nc(-c3ccccc3)c2c1	1.8%	6%
CC1(C)NC(=O)N(CCOc2ccc3c(c2)CCC3)C1=O	1.2%	-11%
O=c1c2c3c(sc2nc2n1CCCC2)CCC3	/	7%
CCOc1ccc(N(CC(=O)NC2CCCC2)S(=O)(=O)c2c(C)[nH]c(=O)[nH]c2=O)cc1	1.8%	-7%
COc1ccc(N2CCN(C(=O)c3ccc(NS(=O)(=O)c4ccc(F)cc4)cc3)CC2)cc1	0.4%	-7%
COc1ccc(C(=O)OCC(=O)NCc2ccco2)cc1OC	1.9%	4%
CN(C)S(=O)(=O)n1cnc(-c2ccccc2)c1-c1ccccc1	6.2%	1%
C(=NN1CCN(c2ccccn2)CC1)c1ccc(OCc2ccccc2)cc1	3.1%	3%
N#CCSc1ncnc2sc3c(c12)CCC3	0.8%	-9%
CC1(C)CC2CC(C)(CN2C(=O)COC(=O)c2n[nH]c(=O)c3ccccc23)C1 (stereo not given)	3.2%	2%
O=C(O)c1ccc(-n2nnnc2SCc2ccccc2F)cc1	2.3%	7%
Cc1ccc(-n2nnnc2C(=N)c2nnnn2-c2ccc(C)cc2)cc1	/	5%
COc1ccc(Br)cc1C(=O)Nc1cccc(-c2nc3ncccc3o2)c1C	-5.8%	4%
OC(COc1ccc2c(c1)CCC2)CN1CCN(c2cccc(Cl)c2)CC1 (stereo not given)	1.0%	/
CCOC(=O)C1=C(O)CSC1=Nc1ccc(OC)cc1	-0.2%	3%
CCCCN1C(=O)CN(CCc2ccccc2)C(=O)C1c1ccc(OC)cc1 (stereo not given)	-2.0%	-9%
CC(=O)NN1C(=O)/C(=C\c2ccc(F)cc2)SC1=S	3.8%	1%
CC(=O)OCC(=O)[C@@]12OC(C)(C)O[C@@H]1C[C@H]1[C@@H]3C[C@H](F)C4=CC(=O)C=C[C@]4(C)[C@@]3(F)[C@@H](O)C[C@@]12C	-2.2%	-4%
CC(C)c1nc(NCC2CCCO2)c(C#N)c2c1COC(C)(C)C2 (stereo not given)	2.7%	2%
Cc1ccc(NC(=O)C2CC(c3ccc(F)cc3)=NO2)cc1 (stereo not given)	-2.8%	-7%
O=[N+]([O-])c1ccc(N2CCN(S(=O)(=O)c3ccccc3)CC2)cc1NC1CC1	0.2%	-2%
CCc1nn(-c2ccccc2)c(N)c1-c1ccc(OC)c(OC)c1	-1.0%&-0.9%	2%
C=CCN1C(=NC(=O)CC)SC2CS(=O)(=O)CC21 (stereo not given)	-1.8%	/
Nc1nonc1-c1nc2ccccc2n1Cc1ccc(F)cc1	-6.6%&3.9%	-5%&5%
CCn1c(C)[n+](CC)c2ccc(S(=O)(=O)N3CCCCC3)cc21	-0.5%	1%
Cc1ccc(C(=O)N/N=C/C=C/c2ccc([N+](=O)[O-])cc2)cn1	2.8%	-1%
NC(=O)c1ccccc1NC(=O)Cc1ccc(Cl)cc1	-0.9%	2%
COc1ccc(N2C(=O)C(Cl)=C(Nc3ccc(C)c(Cl)c3)C2=O)cc1	2.2%	-2%
CC(C)C1=NN2C(=N)/C(=C/c3ccc(-c4ccc(F)c(Cl)c4)o3)C(=O)N=C2S1	-10%	9%
CCN1CCN(c2oc(-c3ccc(OC)cc3)nc2C#N)CC1	2.2%	-4%
Fc1ccc(-c2noc(-c3ccc(Cl)cc3)n2)cc1	0.4%	4%
CCN(CC)c1ccc(NC(=O)c2cccc(OCc3ccccc3)c2)cc1	-5.2%	-2%
O=C(COc1ccc([N+](=O)[O-])cc1)Nc1ccc(NC(=O)c2cccc(Cl)c2)cc1	-5.0%	6%
O=C(NNC(=O)c1cccc(Cl)c1)C(=O)N1CCCCC1	-3.3%	4%
CCOC(=O)Cc1[nH]nc2c1C(c1cc(OC)ccc1OC)C(C#N)=C(N)O2 (stereo not given)	0.7%	-3%
Cc1ccc(N2C(=O)NC(=O)/C(=C\c3ccc(O)c(I)c3)C2=O)cc1	0.8%	3%
CCOC(=O)/C(C#N)=C\c1cccn1C	-11%	0%
O=C(c1ccc(F)cc1F)N1CCN(c2cc(N3CCOCC3)c(F)cc2[N+](=O)[O-])CC1	0.0%	4%
N#C/C(=C\c1ccc(Sc2nc3ccccc3[nH]2)o1)c1ccccc1	-11%	/
Cc1ccc(NC(=O)/C=C/c2ccc(C)o2)cc1	-3.0%	2%
Cc1ccc(-c2cc(NC(=O)c3cccc(C)c3)n[nH]2)cc1	-3.5%	-2%
CCOC(=O)N1CCN(C(=O)Nc2ccc(Cl)cc2Cl)CC1	6.7%	-3%
O=c1[nH]n(-c2ccc(Cl)cc2)c(O)c1/C=C1\C=Nc2ccccc21	4.1%	17%
CCCCNC(=O)CS(=O)Cc1nc(-c2ccc(C)cc2)oc1C (stereo not given)	2.2%	-9%
Cc1cccc(-n2c(C)cc(/C=C3/SC(=O)NC3=O)c2C)c1	5.4%	4%
Cc1[nH]n2c(=O)cc(-c3ccc([N+](=O)[O-])cc3)nc2c1-c1ccccc1	0.9%	/
CCOCCCNC(=O)C(NC(=O)CNC(C)=O)c1ccc(C)cc1 (stereo not given)	7.9%	/
COc1ccc(C(=O)Nc2ccc(N(C)C)cc2)cc1[N+](=O)[O-]	3.1%	2%
CSc1ccccc1N=CC1=C(O)CC(C)(C)CC1=O	1.6%	-5%
C=C(C)C(=O)OCn1c2ccccc2c2cc([N+](=O)[O-])ccc21	-2.8%	0%
COc1ccc(OCC(O)CNC(=O)c2ccc(Br)cc2)cc1 (stereo not given)	2.2%	-6%
CCC(C(=O)NCc1ccccc1OC)n1nc(C)n2c(cc3occc32)c1=O (stereo not given)	-3.8%	/
CCN1CCN(C(c2cccs2)C(C)NC(=O)c2cccc(OC)c2)CC1 (stereo not given)	-1.5%	-3%
(more compounds)
SMILES	Hsp70 inhibitors	Rat MKP-3 inhibitors
CCc1nn(CC(=O)NCCCN(Cc2ccccc2)C(C)C)c(=O)c2cc3sccc3n12	0.4%	-1%
O=C(Cn1ccc2ccccc2c1=O)Nc1ccc2c(c1)OCO2	6.8%	-4%
CC(NC(=O)CN1CCCC1)C12CC3CC(CC(C3)C1)C2 (stereo not given)	-1.9%	/
CCCCN(CCCC)C(=O)CSc1nc2ccccc2[nH]1	1.0%	2%
CC1CCC(N2CCN(c3ncccn3)CC2)CC1 (stereo not given)	0.3%	-4%
O=C(Nc1ccc(NC(=O)C2CC2)nc1)c1cccs1	-4.5%	-3%
CN=C(Nc1cc(C)nn1-c1ccccc1)c1ccccc1	2.8%	-1%
COc1cc(NC(=O)CCc2c(C)nc3nc(C)nn3c2C)cc(OC)c1	-0.5%	/
O=C(CSc1nc(-c2ccccc2Cl)ns1)NCc1ccco1	-0.4%	5%
COc1cc(C2CC(=O)NC(C)=C2C(=O)OC(C)C)c(Br)c(OC)c1OC (stereo not given)	1.5%	-1%
CC(C)OC(=O)c1ccc(NC(=O)COc2cc(Cl)ccc2Cl)cc1	-1.1%	6%
Cc1ccc2cc(CN(Cc3ccco3)C(=O)NCc3ccccc3)c(=O)[nH]c2c1C	-2.7%	-13%
COc1ccc(NC(=O)c2ccccc2[N+](=O)[O-])cc1	2.0%	-2%
CCc1nnc(NC(=O)CN2CCN(c3cccc(OC)c3)CC2)s1	2.1%	/
COC(=O)c1nnn(-c2nonc2N)c1CSc1ccccn1	5.0%	-11%
CCOc1ccccc1NC(=O)NC1CC2CCCC(C1)N2Cc1nnnn1CCc1ccccc1 (stereo not given)	2.6%	-11%
CCOC(=O)Cn1c(CN2CCc3ccccc3C2)nc2c1c(=O)n(C)c(=O)n2C	0.2%	-6%
CC(C)(C)NC(=O)C(c1ccncc1)N(Cc1cccs1)C(=O)Cn1nnc(-c2ccc(F)cc2)n1 (stereo not given)	-1.2%	/
O=C(NN1CCOCC1)NC12CC3CC(CC(C3)C1)C2	-0.4%	2%
CCOc1cc(S(=O)(=O)N2CCC(C(N)=O)CC2)ccc1F	-3.7%	/
O=C(c1cc(-c2ccncc2)nc2ccc(Cl)cc12)N1CCN(C(=O)C2CCCO2)CC1 (stereo not given)	/	-14%
c1ccc(-c2ccc(-c3nc(-c4cccnc4)no3)cc2)cc1	-2.8%&0.4%	-7%&1%
COc1ccccc1CNC(=O)CN1CCC(NC(=O)c2ccccc2F)CC1	3.1%	/
Cc1ccc(N2CC(C(=O)Nc3nccs3)CC2=O)cc1Cl (stereo not given)	5.2%	/

A draw from above in order of SMILES length, rising:
SMILES	Hsp70 inhibitors	Rat MKP-3 inhibitors
O=C(NN1CCOCC1)NC12CC3CC(CC(C3)C1)C2	-0.4%	2%
Cc1ccc(N2CC(C(=O)Nc3nccs3)CC2=O)cc1Cl (stereo not given)	5.2%	/
CCOc1cc(S(=O)(=O)N2CCC(C(N)=O)CC2)ccc1F	-3.7%	/
CCc1nnc(NC(=O)CN2CCN(c3cccc(OC)c3)CC2)s1	2.1%	/

More compounds follow.
SMILES	Hsp70 inhibitors	Rat MKP-3 inhibitors
Cc1ccc(CN2CCCNC2=O)cc1	-3.0%	/
COc1ccc(/C=N/Nc2nc(-c3ccc(C)cc3)nc3ccccc23)cc1	0.4%	1%
c1ccc2c(SCc3cn4cccnc4n3)ncnc2c1	-1.1%	0%
O=C(Oc1cccc2ccccc12)c1ccncc1	1.2%	/
CC(=O)c1cccc(N(CC(=O)Nc2ccc(F)cc2F)S(C)(=O)=O)c1	6.9%	/
COc1ccc(OC)c(/C=N/NC(=O)c2ccc[n+](CC(=O)c3ccccc3)c2)c1	-4.1%	-1%
CCCN1C(=O)c2cc(C(=O)NCCc3cccc(C)c3)ccc2C1O (stereo not given)	0.0%	1%
Cc1cc(NC(=O)c2ccoc2C)no1	2.0%	/
COc1ccc(/C=C2\C(=O)NC(=O)N(c3cc(C)cc(C)c3)C2=O)cc1C	-0.3%	1%
O=C(CCn1c(=O)c2sccc2n(CC(=O)OCc2ccccc2)c1=O)NCc1ccccc1	-2.9%	/
COc1cc(OC)cc(C(=O)NCCCN2CCOCC2)c1	3.0%&-0.3%	0%
Cc1cc([N+](=O)[O-])ccc1N1C(=O)C2C3c4ccccc4C(c4ccccc43)C2C1=O (stereo not given)	1.1%	0%
Cc1cccc(CSc2nncc(=O)[nH]2)c1	7.8%	-17%
COC(=O)c1ccc(-c2ccc(/C=C3/SC(NC(C)=O)=NC3=O)o2)cc1	-3.1%	2%
CCCNC(=O)c1ccc(N(Cc2ccccc2)S(C)(=O)=O)cc1	-6.1%	/
CSCCC1NC2(C(=O)Nc3c(C)cc(Cl)cc32)[C@@H]2C(=O)N(C3CCCC3)C(=O)[C@H]12 (stereo not given in full)	0.7%	-14%
O=C(CN1C(=O)CC(c2ccco2)Sc2ccccc21)NCc1ccc2c(c1)OCO2 (stereo not given)	-3.7%	0%
C=CCn1c(COc2cccc3ccc(C)nc23)nnc1SCC(=O)O	0.8%	-11%
C=C(C)CNC(=S)NNC(=O)COc1cccc(C)c1	-1.8%	-1%
COc1ccc(C(=O)Nc2c(-c3ccccc3)nc3ccc(C)cn23)cc1	0.7%	5%
O=C(c1cc2ccccc2oc1=O)N1CCN(c2ccc([N+](=O)[O-])cc2)CC1	3.1%	2%
CC12CCC(C(=O)N(c3nccs3)C1=O)C2(C)C (stereo not given)	3.2%	0%
COc1ccc(Nc2ccnc3ccccc23)cc1	-4.7%	-1%
CCOC(=O)c1cccc(NS(=O)(=O)c2cnc[nH]2)c1	2.7%	5%
CCC1=NN=C(c2ccc(F)cc2)C(c2c[nH]c3ccccc23)N1O (stereo not given)	-0.7%	/
CCOc1cc(S(=O)(=O)NCc2ccccc2)c(OCC)cc1-n1cnnn1	-4.4%	/
CCOC(=O)N1CCN(Cc2nc(-c3ccc(OC)cc3)no2)CC1	-3.8%	/
Cc1c(N=Cc2ccc[nH]2)c(=O)n(-c2ccccc2)n1C	0.8%	-9%
CC(C)C(=O)Nc1ccc(NC(=O)c2ccccn2)cn1	2.0%	-1%
COc1ccccc1C(=O)Oc1ccc(C(C)(C)C)cc1	8.3%	/
S=c1[nH]nc(Cc2c[nH]c3ccccc23)o1	1.6%	1%
Cc1ccc(C)c(S(=O)(=O)Nc2ccc(O)cc2)c1	2.2%	-14%
